Assay outcomes as filed in PubChem.
TDP1 inh = TDP1 (human) enzyme inhibition | Potency, µM (titrated, usually from 130 µM), without a hit: at the highest dose activity change, negative = inhibition, actives largely listed as inhibitors | 0.28% of 350,000 active | Q9NUW8 | recombinant TDP1, AlphaScreen DNA substrate cleavage; also: nearly all actives have a fitted effect of over 40% in size
Target sequence (Q9NUW8 whole entry, looked up): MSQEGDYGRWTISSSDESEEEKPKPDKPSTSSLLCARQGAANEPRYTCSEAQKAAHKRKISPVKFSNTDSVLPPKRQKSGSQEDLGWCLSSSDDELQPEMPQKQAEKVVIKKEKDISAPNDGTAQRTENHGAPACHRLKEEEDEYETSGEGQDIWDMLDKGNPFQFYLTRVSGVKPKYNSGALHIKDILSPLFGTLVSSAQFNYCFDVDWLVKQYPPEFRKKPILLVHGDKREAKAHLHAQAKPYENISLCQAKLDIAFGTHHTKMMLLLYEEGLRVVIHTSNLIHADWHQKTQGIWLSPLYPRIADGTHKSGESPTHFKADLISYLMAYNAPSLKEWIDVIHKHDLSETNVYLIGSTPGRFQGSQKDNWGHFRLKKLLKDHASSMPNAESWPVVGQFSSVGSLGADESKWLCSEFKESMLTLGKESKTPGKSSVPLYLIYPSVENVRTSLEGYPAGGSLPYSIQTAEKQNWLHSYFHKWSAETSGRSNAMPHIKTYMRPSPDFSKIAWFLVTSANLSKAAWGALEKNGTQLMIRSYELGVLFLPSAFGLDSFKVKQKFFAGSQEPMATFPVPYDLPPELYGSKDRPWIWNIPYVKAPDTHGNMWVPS
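Signal: AlphaScreen proximity between streptavidin donor and anti-FITC acceptor beads on intact substrate. Reaction: Tdp1 1 nM, substrate 15 nM final, 5 min RT after 15 min compound preincubation.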
N370S GC = inhibits or activates N370S mutant glucocerebrosidase. N370S GC spleen homogenate, 4MU-glucoside fluorescence. Potency, µM (doses to about 59.4 µM), for the others: at the highest dose activity change, negative = inhibition, most hits filed as inhibitors. 0.092% of 330,000 active;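 also: 0% = full enzyme activity and -100% = no enzyme basal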
FEN1 inhibitor = inhibitors of human flap endonuclease 1 | Recombinant FEN1 flap cleavage, fluorescence, 15 min | Potency, µM (series often up to 114 µM), inactives show at the highest dose activity change, negative = inhibition, most hits filed as inhibitors | 0.35% of 390,000 active; also: nearly all actives have a fitted effect of over 65% in size
Target sequence (P39748 whole entry, looked up): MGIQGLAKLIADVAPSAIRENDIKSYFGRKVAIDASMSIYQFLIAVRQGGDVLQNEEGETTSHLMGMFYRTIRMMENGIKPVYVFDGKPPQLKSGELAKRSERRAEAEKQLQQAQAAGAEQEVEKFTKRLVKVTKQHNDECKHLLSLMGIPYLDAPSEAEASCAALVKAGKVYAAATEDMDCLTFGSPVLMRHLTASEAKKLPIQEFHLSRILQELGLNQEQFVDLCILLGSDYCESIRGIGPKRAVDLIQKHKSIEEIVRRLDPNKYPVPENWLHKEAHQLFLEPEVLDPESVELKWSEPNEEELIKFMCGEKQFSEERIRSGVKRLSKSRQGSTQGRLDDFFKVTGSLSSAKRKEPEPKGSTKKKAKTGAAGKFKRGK
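Recombinant FEN1 (10 nM) was preincubated with pin-transferred compounds for 15 min at room temperature, then flap DNA substrate (50 nM final) was added. Plates were read at 0 and 15 min, and normalized concentration–response data were fitted to a four-parameter Hill equation.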
Numbers without * were called inactive; ? = inconclusive; . = no result given; & = joins results of further samples; [ ] = dose if it differs, or a comment. Calls follow the shape of the dose curve; as a rule, active = well fitted curve in the direction sought with a large enough effect; inconclusive = small, poorly fitted or top-dose-only effect, or another doubt; inactive = no such curve, though single readings can be large; an effect the other way counts as inactive or inconclusive. Unless noted, % is scaled to controls: 0 for no effect and ±100 for the full control effect; potency is read from the fitted curve at half-maximal effect.

A first look (5 entries):
SMILES	TDP1 inh	N370S GC	FEN1 inhibitor
Cc1[nH]nc(Nc2ccccc2)c1[N+](=O)[O-]	-1%	1%	9%
CCOC(=O)N1CCC(NC(=O)c2cnn(-c3cccc(C)c3)c2C2CCN(C(=O)OC(C)(C)C)CC2)CC1	-2%	.	0%
COCCn1nnnc1CN1CCOCC1	3%	4%	1%
c1ccc2c(c1)CC(CN1CCNCC1)O2 (stereo unspecified)	.	-3%	-7%
Cc1cc(C(=O)NC2CCCc3c2cnn3-c2cccc(C)c2C)n(C)n1 (stereo unspecified)	5%[56.1 µM]	-8%	3%

All compounds of this part, from the start:
SMILES	TDP1 inh	N370S GC	FEN1 inhibitor
Cc1[nH]nc(Nc2ccccc2)c1[N+](=O)[O-]	-1%	1%	9%
CCOC(=O)N1CCC(NC(=O)c2cnn(-c3cccc(C)c3)c2C2CCN(C(=O)OC(C)(C)C)CC2)CC1	-2%	.	0%
COCCn1nnnc1CN1CCOCC1	3%	4%	1%
c1ccc2c(c1)CC(CN1CCNCC1)O2 (stereo unspecified)	.	-3%	-7%
Cc1cc(C(=O)NC2CCCc3c2cnn3-c2cccc(C)c2C)n(C)n1 (stereo unspecified)	5%[56.1 µM]	-8%	3%
CCCOc1ccc(-c2nonc2NC(=O)c2ccco2)cc1OCCC	9%	.	5%
CC1CN(C(=O)CCC(=O)N2CCN(c3ccccn3)CC2)c2ccccc2O1 (stereo unspecified)	.	-15%	2%
C/C(CC(=O)Nc1c(C)cc(C)cc1C)=N\NC(=O)Cc1ccccc1	.	-3%	10%
O=C(CCC1CCCN(C(=O)c2ccc3[nH]ccc3c2)C1)N1CCN(c2ccccn2)CC1 (stereo unspecified)	5%	1%	11%
CCn1cc(S(=O)(=O)c2ccc(OC)cc2)c(=O)c2cc(F)c(N3CCC(C)CC3)cc21	5%	.	9%
CC(C)n1c(-c2ccncc2)n[nH]c1=S	?	2%	19%
C#CCOCCOCCOCCNc1nc(N2CCN(C(=O)[C@H](CCC(=O)O)n3cc(C(N)Cc4ccc(O)cc4)nn3)CC2)nc(N2CCN(C(=O)[C@H](CCCCN)n3cc(C(N)[C@H](C)CC)nn3)CC2)n1 (stereo partly specified)	1%	11%	.
CC1(C)Cc2c(sc(NC(=O)COc3ccccc3)c2C#N)C(C)(C)N1	1%	5%	6%
COc1ccc(NC(=O)CSc2nc3ccccc3nc2N2CCCC2)cc1	.	?	-16%
COc1ccc(-c2cn3c(C)c(C(=O)N4CCc5ccccc5C4)sc3n2)cc1	.	-3%	-19%

Exported as labelled records: entries from further up
Cc1cc(C(=O)NC2CCCc3c2cnn3-c2cccc(C)c2C)n(C)n1 (stereo unspecified)
- TDP1 inh: 5%[56.1 µM]
- N370S GC: -8%
- FEN1 inhibitor: 3%

CCCOc1ccc(-c2nonc2NC(=O)c2ccco2)cc1OCCC
- TDP1 inh: 9%
- N370S GC: .
- FEN1 inhibitor: 5%

Other structures.
SMILES	TDP1 inh	N370S GC	FEN1 inhibitor
O=C(Nc1nnc(C2CC2)s1)c1cc(S(=O)(=O)N2CCN(c3ccccc3)CC2)ccc1Cl	8%	6%	-18%
CCOc1cc(-c2ccc3c(c2)OCO3)cc(=O)c2c(C)oc(C)c12	-2%	-12%	.
O=C(O)Cc1cccc2ccccc12	0%&2%&17%	-3%	16%
CC1CN(S(=O)(=O)c2cccc(C(=O)OCC(=O)N3CCCCCC3)c2)CC(C)O1 (stereo unspecified)	0%	.	2%
COC(=O)C(C)Sc1nnc2cc(C)c3cc(C)cc(C)c3n12 (stereo unspecified)	2%	.	12%
CCc1nc(NCCCn2ccnc2)c2oc3ccccc3c2n1	1%	-9%	-7%
CCOc1ccccc1N(C(=O)c1snc(C(N)=O)c1N)C(C(=O)NCC1CCCO1)c1ccc2ncccc2c1 (stereo unspecified)	13%	28%	17%
Cc1[nH]c(=O)nc(SCc2cccc(Cl)c2)c1C#N	4%	-5%	-23%
COc1ccc(-c2cnnn2-c2ccc(NC(=O)c3ccc(S(=O)(=O)N(C)C)cc3)cc2)cc1	5%	.	-7%
Clc1ccc(C2=Nn3c(nnc3-c3cccs3)SC2)cc1	-2%	0%	-5%
CCn1c(SCC(=O)Nc2nnc(C)s2)nnc1-c1ccncc1	0%	1%	-5%
COCCN(CCOC)C(=O)COC(=O)c1cc([N+](=O)[O-])ccc1Cl	4%	14%	-9%
CC(=O)Nc1ccccc1OCc1cc(=O)n2c(C)csc2n1	4%	.	-2%
COc1ccc2c(c1)c1c(c(=O)n(-c3ccccc3)c(=O)n1CC(=O)Nc1ccc(C)c(C)c1)n2C	0%	.	-12%
O=S(=O)(NC1CCCC1)c1cccc(S(=O)(=O)N2CCC(n3nnc4ccccc43)CC2)c1	-8%	-2%	1%

Ordered by heavy-atom count (high to low): 5 of the compounds above
SMILES	TDP1 inh	N370S GC	FEN1 inhibitor
CCOc1ccccc1N(C(=O)c1snc(C(N)=O)c1N)C(C(=O)NCC1CCCO1)c1ccc2ncccc2c1 (stereo unspecified)	13%	28%	17%
COc1ccc2c(c1)c1c(c(=O)n(-c3ccccc3)c(=O)n1CC(=O)Nc1ccc(C)c(C)c1)n2C	0%	.	-12%
COCCN(CCOC)C(=O)COC(=O)c1cc([N+](=O)[O-])ccc1Cl	4%	14%	-9%
CCn1c(SCC(=O)Nc2nnc(C)s2)nnc1-c1ccncc1	0%	1%	-5%
COC(=O)C(C)Sc1nnc2cc(C)c3cc(C)cc(C)c3n12 (stereo unspecified)	2%	.	12%

Carrying on:
SMILES	TDP1 inh	N370S GC	FEN1 inhibitor
CCN1C(=O)c2ccccc2S(=O)c2ccc(C(=O)N3CCN(c4ccccc4)CC3)cc21 (stereo unspecified)	1%	.	11%
O=C(COc1cc(=O)n2c(n1)SCCC2)c1ccccc1	4%	5%	-1%
COc1ccc(NC(=O)Cn2nnc(C(=O)NCCc3ccc(OC)c(OC)c3)c2N)c(OC)c1	4%	-3%	-2%
Cc1nn(-c2ccccc2)nc1C(=O)c1c(C)[nH]n(-c2ccccc2)c1=O	6%	9%	14%
CCOCCCNC(=O)C(NC(=O)Cc1c[nH]c2ccccc12)c1ccccc1 (stereo unspecified)	-3%	2%	4%
CC(=O)Nc1ccc2sccc2c1	0%	-4%	-8%
O=S(=O)(Cc1ccccc1)c1nnnn1C1CCCCC1	3%	8%	.
Cc1onc(-c2c(Cl)cccc2Cl)c1C(=O)c1ccccc1	-3%	6%	-4%
Cc1ccc(-n2c(SCc3cccc(F)c3)nc3[nH]ncc3c2=O)cc1C	9%	.	-2%
CN(C(=O)c1ccc(NC(=O)Cc2cccc(NC(=O)C3CCN(C(=O)C4CCCCC4)CC3)c2)cc1)C1CCCC1	7%	.	-16%
Cc1cc(C)c(S(=O)(=O)N2CCCC2=O)cc1N(C)S(C)(=O)=O	.	-8%	9%
Cc1cccc(OCCC(=O)Nc2ccc(N3CCOCC3)cc2N2CCOCC2)c1	4%	.	-17%
COC(=O)[C@@H](N)Cc1ccc(O)cc1	-3%	-30%	.
CCc1ccn2cc(-c3cc(-c4ccccc4)no3)nc2c1	-5%	21%	-4%
Cc1ccccc1NC(=O)c1ccc(Cn2cc([N+](=O)[O-])cn2)o1	9%	-5%	-1%
COc1ccc(S(=O)(=O)N2CCc3ccccc32)cc1C(=O)Nc1ccc(C(N)=O)cc1	-12%	9%	8%
Cc1cc(C)nc(SCC(=O)c2ccc3c(c2)OCCO3)n1	7%	6%	4%
O=C1/C(=C/c2ccccc2)Oc2cc(OC(=O)N3CCOCC3)ccc21	3%	4%	-18%
Cn1c(-[n+]2c(-c3ccccc3)cc(-c3ccccc3)cc2-c2ccccc2)nc2cc([N+](=O)[O-])ccc21	8%	1%	-2%
CCOC(=O)C1CCN(C(=O)c2oc3ccc4c(c3c2C)C(O)CC2(CCCCC2)O4)CC1 (stereo unspecified)	4%	-5%	2%
CCOC(=O)C(C(=O)OCC)C1CS(=O)(=O)CC1C(C(=O)OCC)C(=O)OCC (stereo unspecified)	3%	-19%	-1%
COc1ccc(S(=O)(=O)Cc2ccc(C(=O)N3CCN(C4CCCCC4)CC3)o2)cc1	5%	2%	6%
Cc1[nH]c2ccc3ncccc3c2c1C	-1%	6%	8%
Cc1ccc(Cn2cc(CCC(=O)NCC(C)c3ccccc3)c3ccccc32)cc1 (stereo unspecified)	0%	.	0%
COCc1cc(/C=N\NC(=O)Cc2ccc(OC)cc2)ccc1OC	5%	-17%	-6%
Clc1ccc(CSc2cc3c(nn2)-c2ccccc2CC3)cc1Cl	0%	?	5%
COc1cc(C(=O)NCCC(c2ccccc2)c2ccccc2)cc(OC)c1OC	.	-8%	-8%
CC(=O)Nc1ccc(S(=O)(=O)NCc2cn3c(C)csc3n2)cc1	-2%	7%	-13%
CC(C)CCOCc1nc2sc3c(c2c(=O)[nH]1)CCC(C)C3 (stereo unspecified)	2%	21%	-18%
CN(Cc1cn(-c2ccccc2)nc1-c1cc2ccccc2o1)C(=O)CCC(=O)O	3%	-6%	-4%
Cc1ccccc1-c1cc(Nc2ccc(F)cc2)ncn1	8%[56.1 µM]	-3%	.
CCOc1ccc(C2=Nc3ccccc3C(c3ccc(N4CCOCC4)cc3)=NN2)cc1	9%	-3%	-12%
CCN1C(=NCc2ccc(OC)cc2)N[C@@H](c2ccccc2)[C@H](C(=O)OC)[C@H]1C	-4%	-2%	-1%
COc1ccc(CNc2nc(-c3ccc(Cl)cc3)cc(C(F)(F)F)n2)cc1	-15%	.	-8%
O=C1c2ccccc2C(=O)c2cc(NC(=O)C3CC3)ccc21	1%	-14%	-13%
COCCN(C(=O)c1cccc(-n2cnnn2)c1)c1c(N)n(CC(C)C)c(=O)[nH]c1=O	.	0%	1%
CCCOc1ccc(-c2nc(OCC)c3ccccc3n2)cc1	1%	11%	6%
Cc1ccccc1OCC(=O)N1N=C(C(F)(F)F)CC1(O)C(C)(C)C (stereo unspecified)	5%	18%	-1%
O=C(c1ccc(Cl)c(S(=O)(=O)N2CCCCC2)c1)N1CCCCC1	1%[56.1 µM]	6%	-8%
COC(=O)c1cccc(COC(=O)c2ccccc2NC(=O)c2ccco2)c1	-2%	20%	-1%
COc1ccc(-c2nnc(SC(=O)N3c4ccccc4Sc4ccccc43)o2)cc1	12%	-6%	-17%
COc1ccc(N/N=C(\C#N)C(=N)N2CCOCC2)cc1	4%	-11%	15%
Cc1cccc(CCN(CC(=O)NC2CCCCC2)C(=O)c2csnn2)c1	1%	?	2%
Cc1cccc(N2CCN(CC(O)COc3ccc(Cl)cc3)CC2)c1 (stereo unspecified)	2%	-20%	6%
COc1ccc([C@@H]2[C@H]3C(=O)N(c4cccc(C(F)(F)F)c4)C(=O)[C@H]3ON2C)cc1	3%	-5%	-8%
CCOC(=O)c1ccc(NC(=O)Nc2ccc(S(N)(=O)=O)cc2)cc1	5%	1%	8%
CC(C)(CN1CCC(Cc2ccccc2)CC1)NS(=O)(=O)c1ccccc1	.	-10%	-24%
O=C(C1=COCCO1)N1CCN(C(c2ccccc2)c2ccccc2)CC1	-2%	3%	-3%
O=C1c2ccccc2-c2ccc(C(=O)N3CCCCC3)cc21	5%	8%	1%
Cc1ccccc1-n1c(-c2ccc(=O)[nH]n2)n[nH]c1=S	.	1%	0%
COc1cc(CN2CC(=O)N(c3cccc(Cl)c3C)C2=S)cc(OC)c1OC	.	-8%	1%
CCOC(=O)N1CCN(C(=O)CCn2c(=S)[nH]c3ccccc3c2=O)CC1	4%	-4%	3%
Cc1cc(C(=O)COC(=O)/C=C/c2cccc(F)c2)c(C)n1C	8%	8%	-2%
Cc1cc(C)n(-c2nc3c(c(=O)[nH]c(=O)n3C)n2Cc2ccccc2)n1	-2%	-4%	6%
CCC(C)NC(=O)/C=C1\Sc2ccccc2NC1=O (stereo unspecified)	-1%	0%	0%
O=C(O)c1ccc(CNS(=O)(=O)c2ccc3ccccc3c2)cc1	6%	-4%	11%
FC(F)(Cl)c1nnc2ccc(Cl)nn12	5%	-3%	18%
O=C(CN1C(=O)C(=O)N(Cc2ccccc2)C1=O)Nc1ccc(F)c(Cl)c1	8%	-2%	6%
Cc1ccc(S(=O)(=O)N2CCCCC2)cc1NC(=O)c1cccnc1	-1%	-3%	0%
O=C1NC(=O)c2cc([N+](=O)[O-])ccc21	18%	1%	.

Other entries:
SMILES	TDP1 inh	N370S GC	FEN1 inhibitor
CCn1c(SCC(=O)Nc2nonc2C)nnc1-c1ccco1	4%	2%	-3%
COc1ccc(NS(=O)(=O)c2nnc(NC(=O)c3ccccc3F)s2)cc1	3%	?	18%&12%
CN(CCCC(=O)Nc1ccccc1F)S(=O)(=O)c1ccc(F)cc1	2%	-4%	9%
Cc1cc(OCC(=O)N(C)C2CCCCC2)cc(C)c1Cl	3%	15%	6%
CCOC(=O)C1=C(CSc2nc(-c3ccncc3)ccc2C#N)OC(N)=C(C#N)C1c1ccc(OC)cc1 (stereo unspecified)	7%	-16%	?
CC(C)CCNC(=O)C(=O)Nc1c2c(nn1-c1ccc(Cl)cc1)CSC2	10%	.	-6%
Cc1ccc(OCCNC(=O)c2cccc(Oc3ccc(C(F)(F)F)cc3[N+](=O)[O-])c2)cc1	3%	12%	-8%
CCOC(=O)c1c(NC(C)=O)sc(/C(C)=N/Nc2ccc(C(=O)O)cc2)c1C	.	-4%	-3%
O=C(CSc1ncc(-c2ccccc2)[nH]1)Nc1ccc(Cl)cc1	10%	.	-24%
